PP5 primary: blocks human protein phosphatase 5 activity; inhibition, % at 6.7 µM; purified PP5c, OMFP substrate fluorescence; hit rate 0.18% among 320,000; AID 1987;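 active = inhibition above the campaign's mean inhibition across all tested compounds plus 3 SD, cut at about 9.5% in these data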;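 note: 0% = DMSO only and 100% = 100 µM cantharidin control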
Target sequence (P53041 whole entry, looked up): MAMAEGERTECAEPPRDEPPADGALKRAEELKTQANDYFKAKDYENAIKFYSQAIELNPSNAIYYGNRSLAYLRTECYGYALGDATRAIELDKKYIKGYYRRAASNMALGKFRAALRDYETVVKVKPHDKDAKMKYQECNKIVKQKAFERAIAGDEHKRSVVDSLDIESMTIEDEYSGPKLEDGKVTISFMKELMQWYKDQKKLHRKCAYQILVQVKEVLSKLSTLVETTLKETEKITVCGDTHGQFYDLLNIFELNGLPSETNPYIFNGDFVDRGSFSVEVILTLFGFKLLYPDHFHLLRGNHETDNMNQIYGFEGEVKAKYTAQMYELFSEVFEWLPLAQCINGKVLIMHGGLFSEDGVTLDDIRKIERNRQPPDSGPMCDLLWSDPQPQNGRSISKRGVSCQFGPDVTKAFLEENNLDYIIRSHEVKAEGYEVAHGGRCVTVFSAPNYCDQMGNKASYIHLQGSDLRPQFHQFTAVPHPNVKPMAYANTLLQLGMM
Fh CTSL1 inh: blocks F. hepatica cathepsin L1 in PFM18AAP counter-screen | recombinant F. hepatica cathepsin L1, Z-Leu-Arg-MCA fluorescence | inhibition, % at 5.96 µM | hit rate 0.49% among 300,000;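 active = inhibition above the mean of all tested compounds plus 3 SD, set per screening campaign, cut at about 17% in these data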;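 note: 0% = plate median of test compound wells and 100% = 1 µM Z-Phe-Ala-diazomethylketone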
JMJD2C inh: blocks human GASC-1 demethylase activity | Q9H3R0 | GST-JMJD2C(1-420) H3K9me3 demethylation, DELFIA europium | inhibition, % at 2.35 µM | hit rate 0.069% among 330,000 | AID 2099;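 active = more than half of a compound's replicate wells show inhibition beyond 50%, single wells judged on their own value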;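 note: signal counts dimethyl H3K9 product captured on neutravidin plate; 0% = median of DMSO wells and 100% = 0.3 times that DMSO median; strong numbers were not always called active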
proCasp3 act: activates human procaspase-3 | P42574 | recombinant procaspase-3 D3A, Ac-DEVD-pNA absorbance 405 nm | activation, % at 8.5 µM | hit rate 0.11% among 330,000;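 active = activation above the mean of all tested compounds plus 3 SD, cut at about 21% in these data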;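 note: 0% = DMSO alone and 100% = DMSO wells spiked with extra 5 µM PC-3 D3A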
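Test system: Procaspase-3 D3A mutant; medium: Zinc-free HEPES/NaCl buffer with 0.01% Triton X-100 at pH 7.4; reagent: DEVD-pNA substrate; doses: one concentration, 8.5 µM nominal, 0.8% DMSO; times: 1 h preincubation plus 2 h reaction at 25 °C; signal: Epi-absorbance at 405 nm of released p-nitroaniline, 0 and 120 min; replicates: singlicate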
proCasp7 act: counter-screen: procaspase-7 (human) activation; recombinant procaspase-7, Ac-DEVD-pNA absorbance 405 nm; D23A/D198A/D206A triple mutant, cannot self-cleave; scale: DMSO 0, 5 µM enzyme 100; AID 463210; activation, % at 8.5 µM; hit rate 0.093% among 330,000; P55210;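 active = percent activation above the screen-wide mean plus 3 SD, cut at about 25% in these data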
Target sequence (P55210 whole entry D23A/D198A/D206A): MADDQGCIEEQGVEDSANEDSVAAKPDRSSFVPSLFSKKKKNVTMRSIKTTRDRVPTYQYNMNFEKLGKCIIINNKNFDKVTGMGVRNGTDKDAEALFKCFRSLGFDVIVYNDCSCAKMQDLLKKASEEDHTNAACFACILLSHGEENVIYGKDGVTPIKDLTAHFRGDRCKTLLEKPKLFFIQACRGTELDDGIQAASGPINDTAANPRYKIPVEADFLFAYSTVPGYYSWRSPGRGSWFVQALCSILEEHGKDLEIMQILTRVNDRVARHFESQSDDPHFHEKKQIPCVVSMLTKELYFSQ
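Assay system: Uncleavable procaspase-7 mutant enzyme / Input: 2 µM procaspase-7 mutant as dispensed / Dosing: single nominal 8.5 µM compound dose, 0.8% DMSO final / Timing: 1 h enzyme–compound preincubation and 2 h substrate reaction, both 25 °C / Detection: p-Nitroaniline absorbance at 405 nm, read at 0 and 120 min / Replication: singlicate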
TPT1 inh: blocks Candida albicans tRNA 2'-phosphotransferase; recombinant caTPT1, FP RNA substrate dephosphorylation; inhibition, % at 5 µM; hit rate 0.81% among 300,000; AID 1962;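 active = inhibition above the mean of all tested compounds plus 3 SD, set per screening campaign, cut at about 24% in these data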;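 note: plate controls were DMSO alone for no effect and ferristatin control at 100 nM for full effect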
Efflux pump inh: inhibitors of Candida antifungal efflux pumps expressed in yeast. S. cerevisiae Candida pump triplex, Nile Red efflux. inhibition, % at 10 µM. hit rate 0.44% among 330,000. AID 485275;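 active = plate passing quality check with inhibition over a set limit, or well fluorescence over plate mean plus 4 SD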;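 note: Nile Red retained in pooled yeast measured as flow cytometry median fluorescence; 0% = buffer negative control and 100% = Enniatin B positive control; higher means more Nile Red kept so more efflux inhibition; some compounds called inactive have numbers as strong as hits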
HCV core dimer: blocks dimerization of HCV core protein; TR-FRET GST/Flag-core106 dimerization, 1536-well; inhibition, % at 5 µM; hit rate 0.33% among 300,000;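 active = inhibition above the mean of all tested compounds plus 3 SD, set per screening campaign, cut at about 45% in these data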
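Material: GST/Flag-tagged HCV core106 proteins. Incubation: 4 h, 22.5 °C incubation. Read-out basis: inhibition (%) from 671 over 617 nm ratio. Measured by: TR-FRET, excitation 340 nm, emission 617 and 671 nm.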
PP1 inh: blocks human PP1-alpha phosphatase, a PP5 counter-screen; P62136; purified PP1alpha, OMFP fluorescence; inhibition, % at 6.7 µM; hit rate 0.9% among 320,000; AID 2235;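 active = inhibition above the mean inhibition of all tested compounds plus 3 SD, computed separately for each screening campaign, cut at about 15% in these data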
The depositor's hits bear a star; i = inactive; x = no result given.

SMILES	PP5 primary	Fh CTSL1 inh	JMJD2C inh	proCasp3 act	proCasp7 act	TPT1 inh	Efflux pump inh	HCV core dimer	PP1 inh
Cc1ccc(NC(=O)COc2ccc(N3CC(C(N)=O)CC3=O)cc2)c(C)c1 (configuration not stated)	1.7	0.5	-3.7	1.6	-8.5	0.2	0.1	3.7	-2.1
COc1ccc(CNC(=O)c2cnc3scc(C)n3c2=O)cc1	3.6	2.7	5.5	-0.1	0.4	-0.2	0.7	3.8	-4.1
S=c1[nH]nc(-c2ccccn2)n1/N=C/c1ccccc1	-2.6	-0.2	0.9	-2.1	4.7	-1.7	0.0	1.9	-1.5
COc1ccccc1NC(=O)C1=C(C)NC2=C(C(=O)CCC2)C1c1ccc(C)o1 (configuration not stated)	-0.4	-0.4	0.0	0.8	-7.7	0.9	-0.1	-3.7	0.3
O=C(COC(=O)c1ccc(Br)o1)Nc1ncc(Cl)cc1Cl	2.7	-9.2	i	5.9	6.3	-1.0	0.0	-5.3	2.5
COc1ccccc1CN(C)CC(=O)NC(=O)NC1CCCCC1	0.5	x	-2.0	-3.0	-4.4	x	0.2	x	6.9
NC(=O)CN1CCN(c2nc(-c3ccc(F)cc3)cs2)CC1	0.0	4.7	3.5	-3.7	-13.9	-3.7	0.0	-5.7	-2.2
Fc1ccccc1CSc1nncn1NCc1cccs1	1.7	-4.5	11.8	-5.9	13.4	-0.4	0.0	1.1	-1.5
Cc1cc(C)nc(/N=C(/NC(=O)Nc2ccc(Cl)c(Cl)c2)Nc2ccccc2)n1	-0.2	1.8	-8.9	-5.8	-7.4	-1.5	-0.3	3.1	-2.4
COc1ccc(CCNC(=O)c2sc3nc4n(c(=O)c3c2C)CCC4)cc1	-0.2	-2.5	3.5	-4.2	-0.8	4.6	0.0	6.0	-1.4
C=CCN1c2ccccc2[C@]23C[C@@H](C(=O)OC)N(C(=O)c4ccc(Br)cc4)C2=NC(C(=O)OC)=C(C(=O)OC)[C@H]13	-3.4	7.7	-2.2	3.6	-8.6	2.4	0.0	-6.3	3.0
FCCCOc1ccc(-c2ccnc(-c3ccccc3)n2)cc1	-0.7	7.0	3.7	-0.3	-2.7	1.0	0.1	3.8	2.3
COc1c(Cl)cc(-c2noc(C)c2C(=O)NCc2ccccc2)cc1Cl	2.4	0.2	3.3	4.7	1.1	-1.0	-0.3	2.4	-2.5
CC(C)(C)CC(=O)O/N=C(\N)c1ccccn1	-1.8	0.0	-5.9	-2.5	-4.2	-3.5	-0.4	-1.6	-2.6
CCCc1c(O)nc(SCC(=O)N2CCCCC2)[nH]c1=O	4.8	0.3	11.7	-5.0	-19.1	1.5	0.3	-13.1	-13.6
O=C(Nc1ccc2c(c1)OCCO2)C1CCCN1S(=O)(=O)c1cccc2cccnc12 (configuration not stated)	0.8	-0.7	-9.6	5.3	3.5	-2.3	-0.1	-1.0	-0.8
Cc1c(NC(=O)C(=O)/C=C(/O)c2ccccc2)c(=O)n(-c2ccccc2)n1C	7.4	-5.0	23.4	10.6	-4.9	0.8	0.0	-6.5	0.6
CCOC(=O)Nc1ccc2c(c1)N(C(=O)CCN1CCOCC1)c1ccccc1S2=O (configuration not stated)	3.3	6.2	1.7	-9.3	-6.8	2.4	-0.2	-1.4	-1.2
Cc1ccc(C)c(CN2CCCNC2=O)c1	1.4	-7.8	-7.9	5.1	1.1	-1.1	-0.1	-1.7	-2.5
Cc1ccc(-n2c(-c3ccc(Cl)cc3Cl)n[nH]c2=S)cc1	5.3	-1.2	-0.2	-19.9	-17.4	-3.5	0.1	-19.1	0.6
CC12CC3(C)CC(C)(C1)CC(C(=O)NCc1cccnc1)(C2)C3	1.4	-3.3	-4.9	3.3	-4.9	-0.4	0.1	-17.4	-5.5
N/C(CC(=O)NC1CCCCC1)=N\OCC(=O)Nc1ccc(Cl)c(Cl)c1	1.3	7.3	8.1	3.5	-1.3	8.2	0.1	-3.2	-0.3
COc1ccc(-c2cc(C(=O)Nc3ccccc3N3CCOCC3)c3ccccc3n2)cc1OC	3.3	-2.5	-28.3	7.0	14.5	-2.7	0.2	12.3	4.6
COCCN(C(=O)COC(=O)/C=C/c1ccc(OC)c(OC)c1)c1c(N)n(Cc2ccccc2)c(=O)[nH]c1=O	-1.2	1.0	-0.4	-10.6	7.9	0.6	0.1	-1.9	-0.5
CCc1ccc(C(=O)N2CCCC2)s1	2.3	1.0	-15.4	0.1	-2.2	3.1	-0.1	-2.0	-5.3
CCOC(=O)CSCC(=O)N1CCC(Cc2ccccc2)CC1	1.6	-5.7	-8.7	-0.2	2.9	2.4	-0.1	-51.1	1.3
O=C(c1ccc(F)cc1)n1c(=S)nc2ccccn21	3.6	-0.2	5.7	-2.0	-8.1	0.2	-0.1	-0.6	-6.4
O=C(Nc1ccccc1)N(Cc1ccc(Cl)cc1)CC(O)C(F)(F)F (configuration not stated)	1.8	-0.5	-33.0	-0.8	8.5	-0.9	-0.1	-4.7	-1.2
COc1ccc(C2(C)NC(=O)N(CC(=O)NCCC3=CCCCC3)C2=O)cc1OC (configuration not stated)	1.1	-0.1	-2.8	-3.4	9.9	0.9	-0.1	-1.8	-4.0
Cc1cc(C)cc(OCCCC(=O)O)c1	2.5	1.4	4.6	-0.3	7.3	-4.4	0.1	1.6	-1.2

2 entries from above, bar-delimited:
Compound | PP5 primary | Fh CTSL1 inh | JMJD2C inh | proCasp3 act | proCasp7 act | TPT1 inh | Efflux pump inh | HCV core dimer | PP1 inh
O=C(Nc1ccccc1)N(Cc1ccc(Cl)cc1)CC(O)C(F)(F)F (configuration not stated) | 1.8 | -0.5 | -33.0 | -0.8 | 8.5 | -0.9 | -0.1 | -4.7 | -1.2
O=C(Nc1ccc2c(c1)OCCO2)C1CCCN1S(=O)(=O)c1cccc2cccnc12 (configuration not stated) | 0.8 | -0.7 | -9.6 | 5.3 | 3.5 | -2.3 | -0.1 | -1.0 | -0.8

The results go on:
SMILES	PP5 primary	Fh CTSL1 inh	JMJD2C inh	proCasp3 act	proCasp7 act	TPT1 inh	Efflux pump inh	HCV core dimer	PP1 inh
CC(C)(C)c1ccc(C(=O)/C(C#N)=C/c2cccs2)cc1	1.0	-4.0	-7.1	-1.7	6.6	3.7	0.1	-1.6	-0.1
COc1ccc(OC)c(-c2cc(-c3cccnc3)nc(N)c2C#N)c1	0.9	2.9	-26.5	-18.3	1.6	0.7	0.1	4.6	2.3
COc1ccccc1CCC(=O)Nc1cc(S(=O)(=O)N2CCOCC2)ccc1N1CCCC1	-3.1	1.1	-3.5	8.1	8.9	-2.3	0.0	-2.2	-5.0
NC(=O)c1cnn2c(-c3cccc(C(F)(F)F)c3)ccnc12	-1.1	-2.2	6.2	-16.1	0.0	-0.9	-0.1	-0.7	-0.3
O=C(Nc1cc(Cl)ccc1Cl)c1ccc(OC(=O)c2ccco2)cc1	1.6	-11.6	10.0	-3.7	-0.4	-0.3	-0.1	-1.5	-3.0
Cc1ccc(S(=O)(=O)c2cc3ccccc3nc2N)cc1	2.6	7.3	7.6	23.6*	2.3	3.6	-0.1	-0.8	0.0
CC(C)CC(C(=O)NCC1CCCO1)N(C(=O)Cn1nnc(-c2ccc(F)cc2)n1)c1cccc(C(F)(F)F)c1 (configuration not stated)	-0.8	5.0	-5.3	-0.7	14.9	-3.9	0.2	-1.5	1.4
Cc1ccc(C(=O)Oc2ccccc2N2CCOCC2)cc1	0.1	0.1	2.9	-1.2	3.2	-5.4	0.1	2.7	-5.0
COc1ccc(C2NC(=O)C(C#N)=C(S)N2c2cccc(C)c2)cc1OC (configuration not stated)	0.0	1.0	4.2	-3.2	-1.3	-2.0	-0.1	1.2	1.1
CC(=O)Nc1ccccc1NC(=O)c1cccc2ccccc12	-1.0	0.1	5.4	9.3	0.5	1.5	-0.1	-3.2	-0.2
Cc1ccc(S(=O)(=O)N2CCC(C(=O)NC3CCCCC3C)CC2)cc1 (configuration not stated)	0.4	1.1	2.5	3.8	6.6	-4.0	0.0	0.5	3.5

6 compounds picked at random from those above:
SMILES	PP5 primary	Fh CTSL1 inh	JMJD2C inh	proCasp3 act	proCasp7 act	TPT1 inh	Efflux pump inh	HCV core dimer	PP1 inh
CC(=O)Nc1ccccc1NC(=O)c1cccc2ccccc12	-1.0	0.1	5.4	9.3	0.5	1.5	-0.1	-3.2	-0.2
Cc1ccc(S(=O)(=O)c2cc3ccccc3nc2N)cc1	2.6	7.3	7.6	23.6*	2.3	3.6	-0.1	-0.8	0.0
CC(C)CC(C(=O)NCC1CCCO1)N(C(=O)Cn1nnc(-c2ccc(F)cc2)n1)c1cccc(C(F)(F)F)c1 (configuration not stated)	-0.8	5.0	-5.3	-0.7	14.9	-3.9	0.2	-1.5	1.4
Cc1ccc(C(=O)Oc2ccccc2N2CCOCC2)cc1	0.1	0.1	2.9	-1.2	3.2	-5.4	0.1	2.7	-5.0
NC(=O)c1cnn2c(-c3cccc(C(F)(F)F)c3)ccnc12	-1.1	-2.2	6.2	-16.1	0.0	-0.9	-0.1	-0.7	-0.3
CC(C)(C)c1ccc(C(=O)/C(C#N)=C/c2cccs2)cc1	1.0	-4.0	-7.1	-1.7	6.6	3.7	0.1	-1.6	-0.1

Part of the list above in order of heavy-atom count, largest number first.
SMILES	PP5 primary	Fh CTSL1 inh	JMJD2C inh	proCasp3 act	proCasp7 act	TPT1 inh	Efflux pump inh	HCV core dimer	PP1 inh
CC(C)CC(C(=O)NCC1CCCO1)N(C(=O)Cn1nnc(-c2ccc(F)cc2)n1)c1cccc(C(F)(F)F)c1 (configuration not stated)	-0.8	5.0	-5.3	-0.7	14.9	-3.9	0.2	-1.5	1.4
COc1ccccc1CCC(=O)Nc1cc(S(=O)(=O)N2CCOCC2)ccc1N1CCCC1	-3.1	1.1	-3.5	8.1	8.9	-2.3	0.0	-2.2	-5.0
Cc1ccc(S(=O)(=O)N2CCC(C(=O)NC3CCCCC3C)CC2)cc1 (configuration not stated)	0.4	1.1	2.5	3.8	6.6	-4.0	0.0	0.5	3.5

Screening results (PubChem)
